Pf growth 48h: Primary qHTS for delayed death inhibitors of the malarial parasite plastid, 48 hour incubation. P. falciparum luciferase growth in erythrocytes, 48 h. Potency, µM (series often up to 28.7 µM), for the others: at the highest dose activity change, negative = inhibition, most hits filed as inhibitors. 310,000 tested, 5.9% active
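Read-out is firefly luciferase luminescence from an integrated reporter in P. falciparum, so falling signal marks reduced parasite growth. Infected erythrocytes were at 2% hematocrit and 0.1% parasitemia (final) in Albumax-supplemented RPMI 1640.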
Tb PYK inh: qHTS of Trypanosoma Brucei Inhibitors; 410,000 tested, 0.12% active; Potency, µM (doses to about 76.8 µM), without a hit: at the highest dose activity, negative = inhibition, usual class: inhibitors; TbPYK enzyme, Kinase-Glo Plus ATP luminescence, 45 min; further: nearly all actives have a fitted effect of over 50% in size
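ADP (130 uM final) triggers the TbPYK reaction after compound addition; incubation is 45 min at room temperature. Kinase-Glo Plus is then added and luminescence imaged. Normalized data are fitted to concentration-effect curves.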
Sm TGR inh: qHTS Assay for the Inhibitors of Schistosoma Mansoni Peroxiredoxins; Schistosoma mansoni thioredoxin glutathione reductase (TGR), Q962Y6; purified TGR, DTNB reduction, TNB absorbance 405 nm; Potency, µM (highest dose often 114 µM), inactives show at the top dose activity change, negative = inhibition, usual class: inhibitors; 360,000 tested, 3% active; AID 485364, 2010; further: nearly all actives have a fitted effect of over 60% in size
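TGR 20 nM + NADPH 100 uM (dispensed conc.), cpd preinc 15 min RT; start with NADPH (500 uM addition) then DTNB (15 mM addition). Kinetic TNB absorbance, 405 nm filter. Four-parameter Hill fit across titration.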
LmPK inh: qHTS Assay for Inhibitors of Leishmania Mexicana Pyruvate Kinase (LmPK) | Q27686 | purified LmPK, Kinase-Glo ATP luminescence, 1 h | Potency, µM (series often up to 57.5 µM), inactives show top-dose activity change, negative = inhibition, most hits filed as inhibitors | 290,000 tested, 0.37% active
Target sequence (Q27686 whole entry, looked up): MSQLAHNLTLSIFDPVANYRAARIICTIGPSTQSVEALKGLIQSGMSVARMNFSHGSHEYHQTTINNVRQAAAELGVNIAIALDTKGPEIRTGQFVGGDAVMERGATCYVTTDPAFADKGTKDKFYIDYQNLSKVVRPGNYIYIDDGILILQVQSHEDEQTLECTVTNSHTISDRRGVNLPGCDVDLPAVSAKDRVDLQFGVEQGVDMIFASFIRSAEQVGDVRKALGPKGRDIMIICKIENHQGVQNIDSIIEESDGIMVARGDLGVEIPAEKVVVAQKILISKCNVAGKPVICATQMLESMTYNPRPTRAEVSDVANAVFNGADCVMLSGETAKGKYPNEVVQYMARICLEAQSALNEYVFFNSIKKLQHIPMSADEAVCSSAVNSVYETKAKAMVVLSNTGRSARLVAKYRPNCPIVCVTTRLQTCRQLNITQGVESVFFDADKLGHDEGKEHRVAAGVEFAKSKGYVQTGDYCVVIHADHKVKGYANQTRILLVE
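Purified LmPK (0.1 nM) with 0.5 mM PEP and 0.1 mM ADP in imidazole buffer pH 7.2 with MgCl2/KCl, 1 h at room temperature. ATP formed was read by luciferase luminescence and normalized to no-enzyme and uninhibited controls.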
Pf growth 96h: Primary qHTS for delayed death inhibitors of the malarial parasite plastid, 96 hour incubation; P. falciparum luciferase reporter growth, 96 h; Potency, µM (doses to about 28.7 µM), for inactives: at the top dose activity change, negative = inhibition, usual class: inhibitors; 320,000 tested, 6.9% active
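P. falciparum expressing integrated firefly luciferase grown in erythrocytes (2% hematocrit, 0.05% parasitemia final) with compounds for 96 hours at 37 C, 5% CO2. Growth inhibition read as loss of luminescence after adding luciferase detection reagent.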
HCV inhibitor: qHTS Assay for Inhibitors of Hepatitis C Virus (HCV) | AID 651820, 2012 | 340,000 tested, 3.4% active | Potency, µM (doses to about 41.8 µM), without a hit: at the highest dose activity change, negative = inhibition, actives largely listed as inhibitors | Huh7.5.1 HCVcc-Cre infection, luciferase reporter, 44 h
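Cells (1,000/well) were plated 4 h before compound, then infected with HCVcc-Cre virus (~0.5 moi). After 44 h further culture, infection was read as luciferase luminescence following a 15 min substrate incubation at room temperature.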
Numbers without * were called inactive; ? = inconclusive; . = no result given; [ ] = another dose, or the depositor's remark. The call rests on the fitted dose curve; in most records, active means well fitted curve in the direction sought with a large enough effect; inconclusive means small, poorly fitted or top-dose-only effect, or another doubt; inactive means no such curve, though single readings can be large; an effect the other way counts as inactive or inconclusive. On the % scale 0 is the no-effect control and ±100 the full control effect; potency means the concentration at half of the fitted maximal effect. Hits appear at their usual frequency; any-hit rate near 16%.

| Compound | Pf growth 96h | LmPK inh | Pf growth 48h | HCV inhibitor | Sm TGR inh | Tb PYK inh |
| --- | --- | --- | --- | --- | --- | --- |
| CCS(=O)(=O)N1CCN(c2ccc(C(=O)NC3C4CC5CC(C4)CC3C5)cc2[N+](=O)[O-])CC1 (centres undefined) | ? | 1% | 12µM* | ? | 8% | -8% |
| O=C(COC(=O)CNC(=O)c1ccccc1)Nc1ccc(S(=O)(=O)N2CCCC2)cc1 | ? | 6% | 16% | ? | 11% | 2% |
| O=C(c1ccncc1)N1CCN(S(=O)(=O)c2cccc(Cl)c2)CC1 | ? | . | 7% | 15% | 0% | 2% |
| COc1ccc(S(=O)(=O)N2CCN(CC(=O)Nc3ccccc3Cl)CC2)cc1 | 33%[activator] | -8% | -5% | ? | -20% | 3% |
| CC1CC(C)CN(CCCNC(=O)Cc2c(C(=O)O)[nH]c3ccccc23)C1 (centres undefined) | ? | 1% | -6% | 1% | 5% | -14% |
| COC(c1ccccc1)c1nnc(CCC(=O)NCCc2ccc(Cl)cc2)o1 (centres undefined) | -22% | 0% | 28% | 6% | -21% | 0% |
| Cc1ccc(S(=O)(=O)N2CCOCC2)cc1C(=O)N1CCN(c2ncccn2)CC1 | -2% | . | 18% | 7% | -13% | -4% |
| COc1cccc(/C=N/NC(=O)C(=O)N2CCCC2)c1O | 30%[activator] | -13% | ? | 13% | 2% | -1% |
| CNc1nc(N)c([N+](=O)[O-])c(NCCO)n1 | 5% | -4% | 5% | -2% | 1% | 2% |
| Cc1cccc(NC(=O)c2ccc3c(c2)OCCO3)c1 | ? | -22% | 58%[activator] | -6% | 48%[activator] | 19% |
| C/C(CC(=O)Nc1ccc(N(C)C)cc1)=N\NC(=O)c1ccc([N+](=O)[O-])cc1Cl | 6% | 1% | -3% | 13% | . | -7% |
| Cc1c(Cl)c([N+](=O)[O-])nn1CC(=O)Nc1c(C)n(C)n(-c2ccccc2)c1=O | 37%[activator] | 1% | 3% | -9% | 9% | -11% |
| COC(=O)C1(C)NC(c2ccco2)C2C(=O)N(c3ccc(C)cc3)C(=O)C21 (centres undefined) | ? | 7% | 0% | 25% | -32% | -10% |
| CN(C)c1ccc(C#Cc2ccc3cc(CCCO)oc(=O)c3c2)cc1 | -2% | . | 42%[activator] | -6% | ? | -2% |
| CCCc1cc(C(=O)N2CCN(c3ccc(C(F)(F)F)cn3)CC2)sc1C | 20% | -1% | 1% | ? | -2% | -4% |
| O=C(O)CCN1C(=O)C2C3c4ccccc4C(c4ccccc43)[C@@H]2C1=O (some centres undefined) | 0% | -3% | -14% | 16% | 31% | 1% |
| CNc1nc(Nc2ccccc2)nc(OCC(F)(F)F)n1 | -3% | 2% | -16% | -14% | -1% | -1% |
| Cc1cc(S(=O)(=O)N2CCN(c3ncccn3)CC2)ccc1-n1cnnn1 | 3% | 3% | ? | 12% | -14% | 7% |
| CC(C(=O)NCc1ccccc1)N1CCN(c2ccc(F)cc2)CC1 (centres undefined) | 11% | -3% | 1% | -4% | 9% | -1% |
| CCCCc1cc(=O)oc2cc(C)cc(OC(C)C(=O)O)c12 (centres undefined) | 4% | -4% | 1% | -16% | 9% | 5% |
| Cc1c(/C=C(\C#N)C(=O)NCc2ccccc2)cc(C#N)n1C | 0% | 3% | -20% | -15% | -1% | 1% |
| Cc1nc2ccccc2nc(C)c1=NOCc1ccccc1Cl | ? | 2% | ? | 8% | -3% | 0% |
| Cc1ccccc1C(=O)N1CCC(C(=O)NC2CCCCC2)CC1 | ? | 2% | -18% | 16% | -9% | -3% |
| Cc1ccc(-c2nnnn2-c2ccc(C)cc2)cc1 | 0% | 9% | -4% | 2% | 10% | -4% |
| Cn1cccc1C(=O)OCc1ccc(C(C)(C)C)cc1 | 83%[activator] | -1% | 128%[activator] | -1% | -8% | 1% |
| COc1ccc(-c2csc(NC(=O)CCCc3cccs3)n2)cc1 | ? | 2% | 6% | 9% | 8% | 3% |
| CCn1ncc2c1C(=O)NC1c3ccccc3C(=O)N21 (centres undefined) | ? | 0% | ? | -4% | -24% | 8% |
| Cc1ccc(CN2CCC(n3nccc3NC(=O)c3ccccc3C)CC2)o1 | 2.1µM* | 6% | -19% | 5% | -12% | -7% |
| COC(=O)c1ccc(C(=O)OC)c(NC(=O)C2CC2)c1 | 21% | 0% | 15% | ? | 3% | -7% |
| COc1ccc(-c2ocnc2C(=O)N2CCN(Cc3cccnc3)CC2)cc1 | 0% | 3% | 18% | -29% | 1% | -18% |

| Compound | Pf growth 96h | LmPK inh | Pf growth 48h | HCV inhibitor | Sm TGR inh | Tb PYK inh |
| --- | --- | --- | --- | --- | --- | --- |
| Cc1cc(C)n(C(=O)c2cc([N+](=O)[O-])cc([N+](=O)[O-])c2)n1 | ? | 0% | 38%[activator] | 2% | 9% | -6% |
| COc1ccccc1NC(=O)CN1CCN(C2c3ccccc3-c3ccccc32)CC1 | -19% | 0% | 13µM* | -5% | 9% | 2% |
| O=C(NCCCN1CCCC1=O)NC12CC3CC(CC(C3)C1)C2 | . | 4% | 6% | 11% | -1% | -17% |
| CC(=O)Nc1ccc(NC(=O)CCCN2C(=O)c3ccccc3C2=O)cc1 | 0% | 2% | 34%[activator] | 18% | -2% | 5% |
| Cc1cc(S(=O)(=O)NCC(c2ccc(F)cc2)N2CCN(C)CC2)ccc1F (centres undefined) | ? | . | ? | ? | -5% | -1% |
| COc1ccc(CNC(=O)CN2C(=O)NC(C)(c3cccc(Br)c3)C2=O)cc1 (centres undefined) | ? | -1% | -25% | -1% | -8% | -6% |
| CC1CN=C(N(Cc2ccccc2)C(=O)Nc2ccccc2)S1 (centres undefined) | -47% | 1% | . | 9% | -17% | 3% |
| CN1C(=O)C2(OCC(CO)([N+](=O)[O-])CO2)c2ccccc21 (centres undefined) | 13% | -7% | 28% | 12% | -27% | 0% |
| Cc1cc(C(=O)N/N=C/c2ccc(O)c(O)c2O)c(C)n1-c1ccccc1 | 1% | -3% | 12µM* | 5.6µM* | 40µM* | 10% |
| O=C(/C=C/c1cccc(F)c1)Nc1ccc(S(=O)(=O)Nc2ncccn2)cc1 | -23% | 2% | -19% | 2% | 7% | 0% |
| CCOC(=O)Cn1cc(/C=N/NC(=O)CC#N)c2ccccc21 | 29% | 1% | 0% | -12% | 10% | -2% |
| Cc1c(C(=O)N(CCc2ccccc2)Cc2ccccc2)cccc1[N+](=O)[O-] | ? | -4% | ? | -4% | -7% | 2% |
| CCOC(=O)c1oc2ccccc2c1NC(=O)Cc1cccs1 | ? | 2% | 15% | . | -23% | 3% |
| CC1/C(=N/O)C(CN(C)C)C2CC1C2(C)C (centres undefined) | -28% | -9% | -19% | 0% | 2% | -16% |
| COc1ccc(N(C(=O)CNC(=O)c2ccco2)C(C(=O)NC2CCCCC2)c2cccnc2)cc1 (centres undefined) | 15% | -23% | 11% | 2% | 1% | -8% |
| COC(=O)c1ccc(CN2CCc3ccccc32)cc1 | 0% | -2% | -12% | 19% | -26% | -5% |
| CCOC(=O)Cc1csc(NC(=O)Nc2cccc(Cl)c2)n1 | -27% | -2% | 12% | ? | -9% | -3% |
| CO/N=C(/C)CCS(=O)(=O)c1ccccc1 | 4% | -7% | ? | 32%[activator] | -3% | 3% |
| C=CCn1c(-c2csc(-c3ccc(OC)c(OC)c3)n2)n[nH]c1=S | ? | -13% | . | 0% | 7% | ? |
| Cc1nc(-c2ccccc2)sc1-c1nc(-c2cccs2)ncc1S(=O)(=O)c1ccccc1 | 124%[activator] | 6% | ? | . | 4% | . |
| CCN1C(=O)CSc2ccc(C(=O)NCc3ccco3)cc21 | 9% | 3% | 4% | ? | -18% | -3% |
| O=S(=O)(c1ccc(NC2CCCc3ccccc32)nc1)N1CCOCC1 (centres undefined) | ? | 1% | ? | -24% | 4% | 0% |
| COc1ccc(NC(=O)c2sc(SC)nc2N)cc1 | 81%[activator] | -2% | . | 23% | 16%[11.4 µM] | -1% |
| CC(=O)Oc1ccc(NC(=O)CCC2CCCCC2)c(C(=O)O)c1 | -19% | 2% | 18% | 5% | -6% | 0% |
| N#Cc1c(N)nc2c(c1-c1ccc(F)cc1)c(=O)nc1sccn12 | ? | 1% | -15% | -11% | 0% | -12% |
| COc1ccc(C(=O)NNC(=O)Cn2nnc(-c3ccc(OC)c(OC)c3)n2)cc1 | 22% | 2% | -1% | 7% | -2% | 2% |
| CSc1ccc(S(=O)(=O)NCC(=O)OCC(=O)NCCc2ccccc2)cc1[N+](=O)[O-] | 9% | . | 4% | 5%[8.37 µM] | ? | -10% |
| COCCn1c(CCC(=O)O)ccc1-c1cccs1 | ? | -2% | -13%[5.75 µM] | 6% | 14µM* | 1% |
| Fc1ccc(NC(=S)NC23CN4CN(CN(C4)C2)C3)cc1 | 43%[activator] | -1% | 7% | 20% | 1% | 8% |
| Cc1cc(NC(=O)c2cc(-c3ccc4c(c3)OCO4)on2)n(-c2ccccc2)n1 | -4% | 1% | -2% | -20% | -2% | 0% |

Full records as entered above. Values in the order: Pf growth 96h	LmPK inh	Pf growth 48h	HCV inhibitor	Sm TGR inh	Tb PYK inh
`CC(=O)Nc1ccc(NC(=O)CCCN2C(=O)c3ccccc3C2=O)cc1` in the list: 0%	2%	34%[activator]	18%	-2%	5%
`C=CCn1c(-c2csc(-c3ccc(OC)c(OC)c3)n2)n[nH]c1=S` in the list: ?	-13%	.	0%	7%	?
`CCOC(=O)c1oc2ccccc2c1NC(=O)Cc1cccs1` in the list: ?	2%	15%	.	-23%	3%
`CC1/C(=N/O)C(CN(C)C)C2CC1C2(C)C` (centres undefined) in the list: -28%	-9%	-19%	0%	2%	-16%
`O=C(NCCCN1CCCC1=O)NC12CC3CC(CC(C3)C1)C2` in the list: .	4%	6%	11%	-1%	-17%

Continuation:
| Compound | Pf growth 96h | LmPK inh | Pf growth 48h | HCV inhibitor | Sm TGR inh | Tb PYK inh |
| --- | --- | --- | --- | --- | --- | --- |
| Cc1nn(-c2ccccc2)c(=S)c2ccccc12 | 32%[activator] | 2% | -6% | 3% | 6% | 5% |
| CCC(C(=O)NCc1ccco1)n1nc(C)n2c(cc3occc32)c1=O (centres undefined) | 0% | -3% | 3% | -3% | -12% | 4% |
| Nc1ccc[n+](CC(=O)c2ccccc2)c1 | 69%[activator] | 4% | -1% | -8% | 11% | -3% |
| COc1cc(OC)c(C(=O)O/N=C(\N)c2ccc(C)cc2)cc1OC | 80%[activator] | 0% | ? | 11µM* | -6% | -4% |
| Cc1ccc(C)c(C(=O)Nc2ccncc2)c1 | 2.1µM* | -1% | ? | -14% | -17% | -3% |
| CCNC(=O)NC(=O)CSc1nnc(-c2c[nH]c3ccccc23)o1 | ? | 10% | 0% | -15% | 0% | 2% |
| COc1ccc(/C=N/OC/C(O)=C(\C#N)c2nc3ccccc3[nH]2)cc1 | 0% | 3% | 7% | 6% | 4% | 0% |
| COc1ccnc(N=CNOCc2ccc(Cl)cc2)c1C#N | 18% | 3% | 64%[activator] | 15% | -9% | -6% |
| CCc1ccc(OCC(=O)NC(NC(=S)Nc2ccc(Cl)cc2)C(Cl)(Cl)Cl)cc1 (centres undefined) | 13µM* | 2% | ? | ? | 3% | 3% |
| CC(=O)c1ccccc1OCCCN1CCCCC1 | 53%[activator] | 0% | ? | 14% | 32µM* | 4% |
| Cc1cc2ccccc2n1CCNC(=O)c1ccc(Br)o1 | ? | 1% | ? | -18% | 13µM* | 2% |
| Cc1ccc(CNC(=O)CNC(=O)c2ccc(Br)o2)cc1 | 14% | 0% | 68%[activator] | 15% | -5% | 9% |

Source: PubChem BioAssay (National Center for Advancing Translational Sciences (NCATS))
